# High-throughput results as filed in PubChem BioAssay.
# M17LAP inhibition: P. falciparum M17LAP inhibitors, primary screen, biochemical, fluorogenic H-Leu-NHMec substrate, 1536-well (AID 1619) | recombinant M17LAP, H-Leu-NHMec fluorogenic kinetic assay; higher % means a stronger effect | inhibition, % at 30 µM; hits with a dose series show IC50 in µM | actives 0.38% (n = 220,000);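 active = compound inhibiting the enzyme by more than half at any dose during confirmatory dose-response retesting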;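 note: plate controls were full reaction with DMSO carrier for no effect and no enzyme background for full effect; strong numbers were not always called active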
# WT yeast gro inh: growth inhibition of WT yeast, mitochondrial fusion screen; mitochondrial fusion phenotypic screen, WT strain; inhibition, % at 10 µM; actives 2.1% (n = 190,000); in the data active = inhibition above about 58%; tested in S. cerevisiae
# T cell modulator: T cell immune modulation candidate | calls only at 7 µM | actives 0.068% (n = 330,000) | 2C CD8+ T cell-vesicle binding, flow cytometry; stronger effect = lower value;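 active = response, share of CD8 T cells binding vesicles, and their 90th percentile fluorescence all below set limits, cut at about 80% in these data, passing the limit was not always enough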
#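 incubation = binding step 1.5 h, 37 °C, antibody labelling 20 min, ice | test system = 2C mouse CD8+ T cells | read-out basis = percent CD8+ FL2 mean versus row control | controls = Peptide-free naked vesicles (low) and QL9 vesicles with 0.7% DMSO vehicle (high) | detection = flow cytometry of vesicle-bound cells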
# MT stabilizer: microtubule stabilizers in HeLa cells; AID 2205; % tubulin-high responders, % at 10 µM; HeLa tubulin immunostaining HCS, 24 h; share of cells brighter than vehicle mean+2SD; actives 0.83% (n = 200,000);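 active = plate Z-score above 3 for both tubulin-high and condensed-nucleus cell shares, with cell loss under 80%, at 10 µM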;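 note: anti alpha tubulin signal scored within the nucleus-defined area of each cell; some results filed as inactive read as strong as hits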
# M1AAP inhibition: malaria alanyl aminopeptidase activity blockers – biochemical, fluorogenic H-Leu-NHMec substrate, 1536-well (AID 1445); recombinant M1AAP, H-Leu-NHMec fluorogenic kinetic assay; higher % means a stronger effect; inhibition, % at 30 µM, or IC50 in µM where a hit was titrated; actives 0.42% (n = 220,000);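 active = primary inhibition above the hit cutoff, then over 50% inhibition at one or more dose response concentrations, cut at about 23% in these data, passing the limit was not always enough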;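 note: plate controls were DMSO full reaction for no effect and no enzyme background for full effect; strong numbers were not always called active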
# b-catenin transl: modulators of beta-catenin nuclear translocation; AID 1665; HeLa beta-catenin nuclear translocation, immunofluorescence imaging; nuclear translocation activity, % at 5 µM; actives 0.3% (n = 190,000);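 active = nuclear translocation activity above 50% at 5 µM, with a well cell count of 50 or more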;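 note: per-cell ratio of nuclear to cytoplasmic median beta-catenin stain intensity; plate controls were DMSO negative control for no effect and GSK-3 inhibitor IX positive control for full effect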
#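 Technique: fluorescence imaging of beta-catenin antibody stain plus DAPI / Material: human HeLa cell line / Incubation: compound treatment 24 h, 37°C, 5% CO2 / Read-out basis: % activation of per-cell nuclear versus cytoplasmic median beta-catenin signal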
# Dynein cargo inh: dynein cargo transport inhibition; AID 1381; 3617.4 mouse cells, GR-EGFP nuclear translocation imaging; test concentration mostly 20 µM; stimulated with dexamethasone, 1 µM; stronger effect = lower value; z-score, hits read low; actives 0.47% (n = 220,000);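 active = plate z-score of nuclear minus cytoplasmic receptor signal below a set negative limit, without overly bright fluorescence or cell loss, cut at about -3.5 in these data, passing the limit was not always enough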;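 note: z-score of nuclear minus cytoplasmic ring GR-EGFP intensity difference per well; some compounds called inactive have numbers as strong as hits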
#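 Also added – dexamethasone, 1.0 µM final · Buffer or medium – tet-free, stripped-serum medium · Schedule – induction 48 h, compound 1 h, agonist 30 min · Detection – formaldehyde fixation, Hoechst nuclear stain, 10x automated fluorescence imaging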
# Yfh1-off respiration: enhancers of respiration in Yfh1-depleted yeast, dose response, Friedreich's ataxia, plus single-dose screen (AID 1465). S. cerevisiae Yfh1-off respiration, WST-1 reduction, 72 h; higher fold induction means a stronger effect. one-dose fold induction at 50 µM; EC50 in µM for titrated hits. actives 0.074% (n = 220,000);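 active = fold induction of absorbance versus untreated yeast above a set limit, then at least 30% activation at any dose in follow-up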;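 note: activators that raise dye reduction in frataxin-depleted yeast; strong numbers were not always called active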
# Autophagy mod: modulators of autophagy | MEF GFP-LC3 puncta imaging; test concentration mostly 10 µM | calls only at 10 µM (by protocol) | actives 0.98% (n = 190,000) | AID 463193;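 active = percentage of spot-positive cells more than 3 SD above its plate mean, without a fluorescence outlier flag or 80% toxicity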;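 note: spot-positive cell cutoff set from DMSO-treated cells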
# WT yeast gro inh mutant strain: second read-out of WT yeast gro inh, no call of its own (marks repeat the call); inhibition, %; mitochondrial fusion phenotypic screen, mutant strain inhibition
# Dynein cargo inh cytoplasmic EGFP: also measured in Dynein cargo inh; calls as there; z-score; measured here: cytoplasmic GR-EGFP intensity; stronger effect = higher value
# Dynein cargo inh nuclear GR-EGFP: second read-out of Dynein cargo inh, no call of its own (marks repeat the call); z-score; measured here: nuclear GR-EGFP intensity;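 lower value marks the stronger effect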
# Dynein cargo inh cell count: recorded beside Dynein cargo inh, whose call it bears; z-score; measured here: cell count per field
# b-catenin transl cell count 5 µM: recorded beside b-catenin transl, whose call it bears; cell count; measured here: cell count, cytotoxicity flag
# T cell modulator vesicle-bound %: recorded beside T cell modulator, whose call it bears; double positive events, %; measured here: CD8+ vesicle-bound cell fraction;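 binding gate set so that unloaded-vesicle control wells show 10% double positive cells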
# MT stabilizer Hoechst-high %: second read-out of MT stabilizer, no call of its own (marks repeat the call); % Hoechst-high responders; measured here: nuclear condensation Hoechst responders;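 share of cells brighter than vehicle mean plus two SD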
# MT stabilizer cytotoxicity %: recorded beside MT stabilizer, whose call it bears; toxicity, %; measured here: cytotoxicity by cell density;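 0% = mean cell density of plate MIN control wells and 100% = no cells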
# Autophagy mod cell loss 18 h: second read-out of Autophagy mod, no call of its own (marks repeat the call); toxicity, %; measured here: cell loss, nuclei count;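 cell loss after 18 h compound exposure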
# * = called active by the depositor; i = inactive; . = not tested or not shown; + = active, no number. Compounds as they come, and some 4.4% of all compounds hit somewhere here.
SMILES,M17LAP inhibition,WT yeast gro inh,WT yeast gro inh mutant strain,T cell modulator,T cell modulator vesicle-bound %,MT stabilizer,MT stabilizer Hoechst-high %,MT stabilizer cytotoxicity %,M1AAP inhibition,b-catenin transl,b-catenin transl cell count 5 µM,Dynein cargo inh,Dynein cargo inh cytoplasmic EGFP,Dynein cargo inh nuclear GR-EGFP,Dynein cargo inh cell count,Yfh1-off respiration,Autophagy mod,Autophagy mod cell loss 18 h
CN(C(=O)COC(=O)c1ccccc1NC(=O)c1ccco1)C1CCS(=O)(=O)C1 (stereo unspecified),1.8%,3.7,-13.2,i,34.3,2.6,2.9,5.5,7.4%,-5.4,1088,0.431,-0.199,0.27,-0.001,i,i,0.7
c1coc(Cn2c(SCc3nc4ccccc4[nH]3)nnc2-c2cccs2)c1,22.1%,3.2,2.5,i,39.4,4.2,1.9,2.0,4.3%,-3.0,1036,0.313,-0.425,-0.309,0.379,i,i,18.9
O=[N+]([O-])c1ccc(Oc2ccc(-c3cnc4ccccc4n3)cc2[N+](=O)[O-])cc1,6.7%,10.8,10.8,i,17.9,2.4,2.2,0.1,1.0%,2.4,1120,0.574,-0.165,0.687,-1.5,i,i,11.0
O=C1C=C(c2ccccc2)OC2(CCCC2)O1,-1.6%,-4.1,-22.8,i,18.7,5.6,1.1,4.7,-1.5%,-3.0,1053,-0.0324,0.0159,0.336,0.479,i,i,10.7
COc1ccc(C(=O)NCC(=O)OCC(=O)c2cc(OC)c(OC)c(OC)c2)cc1OC,10.2%,-6.0,7.2,i,36.8,5.2,2.9,9.6,-1.3%,-1.7,1180,-0.915,-0.263,-0.846,1.2,i,i,-0.9
COc1cccc([C@H](O)Cn2cc(-c3ccc(CON=C(C)C)cc3)nn2)c1,1.1%,16.0,-4.7,.,.,2.4,2.0,3.6,-7.1%,.,.,4.89,-0.165,2.15,-1.56,.,i,-10.5
O=C(O)CCn1c(-c2ccccc2)cc2ccccc21,5.1%,-20.4,-1.4,i,52.9,3.3,1.5,11.2,2.6%,2.2,898,-0.603,-0.344,-0.0921,0.354,i,i,-10.6
O=C(N/C(=C\c1cccs1)C(=O)N1CCOCC1)c1ccco1,4.0%,-8.3,-3.5,i,15.0,2.7,0.9,6.3,1.8%,0.2,1492,-0.102,-0.22,0.0592,0.542,i,i,-26.6
Cc1cc(N/N=C/c2ccccc2[N+](=O)[O-])nc(-n2nc(C)cc2C)n1,7.6%,.,.,i,21.0,.,.,.,-6.7%,-0.6,1321,0.908,-0.184,0.294,-0.293,i,.,.
CC(=O)c1cnc(Nc2nc(C)c3cc(C)c(C)cc3n2)nc1C,2.3%,-7.5,-0.2,i,31.6,3.7,1.2,7.3,-4.2%,-0.6,1071,0.2,-0.184,-7.65e-05,-0.14,i,i,1.0
CCOC(=O)C1(Cc2ccc(OC)cc2)CCN(C(=O)CCc2cnccn2)CC1,-2.8%,.,.,i,48.4,.,.,.,-3.3%,0.5,1339,-0.884,-0.253,-0.537,1.07,i,.,.
Cc1cc(C)cc(OCC(=O)NNC(=O)C2CCCO2)c1 (stereo unspecified),23.4%,-1.0,-0.9,i,6.2,1.5,2.6,6.7,0.0%,-1.2,1122,-0.842,-0.26,-0.821,2.03,i,i,21.9
COc1ccc(CCNC(=O)c2ccccc2Cl)cc1OC,.,1.1,7.4,i,37.4,2.6,1.8,5.8,.,-1.4,1053,-0.444,-0.309,0.081,0.679,i,i,-12.7
COC(C[C@@H](O)[C@H](C)[C@H](O)COCc1ccccc1)OC,-1.3%,.,.,.,.,.,.,.,-3.6%,-0.6,1367,0.351,-0.722,0.113,-0.132,i,.,.
COc1ccc(CC(NC(C)=O)C(=O)NC2CCN(c3ncccc3[N+](=O)[O-])CC2)cc1 (stereo unspecified),-0.5%,-5.8,2.3,i,15.3,9.4,1.2,8.6,1.5%,-3.2,1015,-0.235,-0.332,-0.0943,0.525,i,i,-6.2
CCOC(=O)Cc1csc(NC(=O)CSc2nc(C)cc(=O)[nH]2)n1,20.4%,15.9,18.4,i,51.4,2.0,1.6,8.0,0.5%,-4.5,1200,-0.995,-0.142,-0.196,0.286,i,i,0.8
CCSC1=N/C(=C\c2cccnc2)C(=O)N1c1ccccc1,-15.6%,-10.9,-18.8,i,4.7,4.4,2.2,0.9,7.7%,-0.4,1038,-0.739,-0.235,-0.496,-0.097,i,i,-11.2
COc1ccccc1C1=NNC(=Nc2cccc(S(=O)(=O)N(C)C)c2)SC1,-5.2%,16.4,-11.6,i,30.0,2.5,2.5,2.2,4.2%,0.6,955,-0.689,-0.219,-0.254,0.476,i,i,-4.2
O=c1cc(N2CCN(c3ccc(F)cc3)CC2)[nH]c(=O)n1C1CCCCC1,-0.5%,20.2,14.9,i,13.8,27.3*,39.7*,45.1*,1.9%,2.0,1328,0.926,-0.241,0.587,0.267,i,i,31.7
O=C(CN1CCN(Cc2ccc(Cl)cc2)CC1)N/N=C/c1c[nH]c2ccccc12,0.4%,9.3,8.8,i,51.3,3.6,1.7,6.7,4.5%,-4.6,562,0.985,-0.286,0.138,-0.569,i,i,-8.2
CC(C)(C)OC(=O)N[C@@H](Cc1ccccc1)[C@H](O)c1ccco1,-4.5%,.,.,i,61.1,.,.,.,-4.2%,3.1,1035,0.479,-0.821,0.162,0.225,i,.,.
COc1ccc(NC(=O)N(Cc2cc3cc(OC)c(OC)cc3[nH]c2=O)CC2CCCO2)cc1 (stereo unspecified),22.1%,-17.9,-4.2,i,16.7,4.4,2.6,5.9,13.1%,-0.9,951,0.182,-0.274,0.71,-0.532,i,i,-3.4
COc1ccc(-c2noc(CCCC(=O)Nc3ccc(C(N)=O)cc3)n2)cc1OC,2.5%,.,.,i,56.7,.,.,.,6.3%,-3.6,1046,-0.195,-0.21,-0.103,0.676,i,.,.
O=C(O)c1ccccc1Nc1ccccc1C(=O)O,18.2%,3.4,6.0,i,27.6,2.7,1.3,6.5,19.3%,.,.,-1.2,-0.0463,-0.251,0.79,i,i,11.7
CCCCS(=O)CC(CS(=O)CCCC)OC(=O)c1ccccc1 (stereo unspecified),-5.9%,7.9,0.7,i,14.2,4.1,2.8,10.6,-3.4%,-6.8,944,-0.883,-0.2,-0.174,-0.338,i,i,10.3
O=[N+]([O-])c1[nH]cnc1/C=C/c1ccccc1,-1.7%,.,.,i,26.5,.,.,.,4.7%,-2.9,1207,-0.657,-0.281,-0.361,1.48,i,.,.
CCOC(=O)C1CCCN(C(=O)c2cc3ncc(Br)cn3n2)C1 (stereo unspecified),10.4%,1.4,3.7,i,6.3,3.1,1.7,3.2,-0.6%,-0.1,998,-0.365,-0.16,-0.825,0.247,i,i,2.5
COc1cc(C(=O)NCCC(=O)NCCc2ccc(Cl)cc2)cc(OC)c1OC,-8.8%,-23.5,-7.7,i,17.1,5.3,3.1,9.4,1.4%,0.0,1088,-0.77,-0.263,0.121,0.89,i,i,-6.2
O=C(CC1CCCCC1)Nc1ccccc1-c1ccccc1,2.2%,9.7,2.5,i,47.6,2.3,1.5,10.5,2.6%,-1.9,853,0.719,-0.246,0.528,-0.649,i,i,5.4
COc1ccc(NC2CC(=O)NC2=O)cc1 (stereo unspecified),-12.3%,5.2,-8.9,i,13.7,1.5,2.1,9.3,6.8%,.,.,0.785,-0.0884,1.03,-1.68,i,i,4.0
O=C(Nc1ccc2oc(-c3ccccc3)nc2c1)c1ccccc1F,4.8%,11.4,-8.8,i,59.4,2.7,1.9,3.4,4.4%,-2.0,1209,0.599,-0.189,0.325,0.567,i,i,-5.4
CC1(C)CC(=O)C=C(NCCN2CCN(C(=O)Nc3ccc(Cl)cc3)CC2)C1,-0.4%,13.5,8.6,i,42.5,1.7,1.3,3.9,4.5%,-6.3,1007,-0.478,-0.127,-0.373,0.444,i,i,1.7
O=C(N/N=C/c1c(Nc2cccc(C(F)(F)F)c2)nc2ccccn2c1=O)c1ccccc1,-1.7%,0.8,7.8,.,.,5.5,1.7,7.7,7.3%,.,.,0.557,0.0521,0.444,0.134,i,+,5.6*
CC(C)C(=O)Nc1ccc(C(=O)NNC(=O)c2cccs2)cc1,8.4%,-30.7,-11.1,i,52.2,2.4,2.6,6.2,6.2%,0.3,1055,-0.854,-0.206,-0.2,0.467,i,i,-8.7
C=CCNC(=S)N/N=C(\C)c1cc(OC)c(OC)c(OC)c1,7.6%,21.1,3.6,i,30.2,3.9,2.2,0.6,-2.9%,-0.3,1011,0.129,-0.245,0.158,0.332,i,i,30.8
